Source: PubChem BioAssay (NCI)
Growth percent in the NCI-60 one-dose screen (48 h, 10 µM unless noted): 100 = growth as untreated, 0 = no growth, -100 = all killed.
UACC-257: UACC-257 melanoma; 78,000 tested, 4.4% active; AID 1794764
SK-MEL-28: SK-MEL-28 melanoma | 81,000 tested, 4.1% active
MALME-3M: MALME-3M melanoma; AID 1794766; 78,000 tested, 5.8% active
SK-MEL-5: SK-MEL-5 melanoma; 80,000 tested, 6.4% active; AID 1794755
MDA-MB-435: MDA-MB-435 melanoma. 82,000 tested, 7.8% active. AID 1794794
M14: M14 melanoma. 80,000 tested, 6.2% active
UACC-62: UACC-62 melanoma; 81,000 tested, 5.4% active; AID 1794756
SK-MEL-2: SK-MEL-2 melanoma | 77,000 tested, 4.7% active
Active calls of the source: *; · = no result given; & = joins results of further samples. The calls were made as follows: active = growth percent below 10; inactive = the rest.

The line under a structure holds: UACC-257 | SK-MEL-28 | MALME-3M | SK-MEL-5 | MDA-MB-435 | M14 | UACC-62 | SK-MEL-2
Oc1ccc(Cl)cc1-c1cc(-c2ccc(Cl)cc2)n[nH]1
 : 88 | 88 | 61 | 71 | 85 | 77 | 64 | 91
CC(=O)Oc1cccc(C)c1[N+](=O)[O-]
 : 122 | 108 | 115 | 103 | 110 | 98 | 103 | 105
CC(=O)Cc1nc2ccccc2[nH]1
 : 108 | 105 | 119 | 102 | 118 | 109 | 103 | 111
N#Cc1c(-c2ccc(Cl)cc2)nc(SCc2ccc(F)cc2)nc1N1CCOCC1
 : 98 | 97 | 106 | 92 | 94 | 94 | 72 | ·
N#Cc1c(N=Cc2ccc(N3CCOCC3)cc2)oc(-c2ccccc2)c1-c1ccccc1
 : 107 | 113 | 110 | 100 | 101 | 105 | 93 | 114
CN(C)C(C(N)=O)c1ccccc1 (centres undefined)
 : 112 | 112 | 107 | 106 | 115 | 103 | 99 | 103
CC1(C)CC(OCCCC[P+](c2ccccc2)(c2ccccc2)c2ccccc2)CC(C)(C)N1O
 : -41* | -56* | · | -98* | -58* | 8.8* | -36* | -23*
Nc1cc(Cl)ccc1S
 : 105 | 109 | 94 | 98 | 108 | 98 | 105 | ·
O=S(=O)(O)c1cc(I)c(O)c2ncccc12
 : 109 | 109 | 95 | · | 101 | 101 | 96 | 103
Cc1cc(C(C)C)c(C)cc1C(C)C
 : 106 | 104 | 129 | 110 | 110 | 104 | 107 | 92

Next part:
The line under a structure holds: UACC-257 | SK-MEL-28 | MALME-3M | SK-MEL-5 | MDA-MB-435 | M14 | UACC-62 | SK-MEL-2
N#Cc1ccccc1-c1ccc(CN2C(=O)S/C(=C\c3ccc(F)cc3)C2=O)cc1
 : 96 | 115 | 95 | 102 | 102 | 107 | 95 | 104
O=c1c2ccccc2oc2ccc(OCCCCCN3CCCCC3)cc12
 : 49 | 97 | 87 | 37 | 88 | 84 | 23 | 99
CC1Cc2c(NCc3ccccc3)ncnc2N2CCCc3cccc1c32 (centres undefined)
 : · | 108 | 94 | 79 | 97 | 94 | 81 | 96
COC1=CC(c2ccc[nH]2)=N/C1=C\c1[nH]c(C)c(C(=O)CCCCC(=O)NCc2ccccc2)c1C
 : 87 | 140 | 77 | 44 | -20* | 36 | 89 | 97
CCCCCCCCCCCCN1C(C)=CS/C1=C\C=C\c1scc(C)[n+]1CCCCCCCCCCCC
 : -14* | 47 | 30 | -84* | 14 | 30 | 5.4* | 1.5*
COc1ccc(-c2cn(-c3ccc(Cl)cc3)c(=S)[nH]2)cc1OC
 : 66 | 92 | 90 | 42 | 86 | 4.4* | 73 | 47
N#Cc1ccccc1-c1ccc(Cn2nnnc2-c2ccn(-c3ccc(Cl)cc3)n2)cc1
 : 81 | 91 | 88 | 86 | 61 | 75 | 83 | 83
CC(=O)O[C@]1(C)CC[C@H]2[C@H](CNCCc3ccccc3F)C(=O)O[C@@H]2C2=C(C)C(=O)C[C@H]21
 : 103 | 102 | 82 | 95 | 97 | 99 | 99 | 120
CC(C)(C)CC(C)(C)Nc1c(-c2ccc(-c3ccccc3)cc2)nc2ccccn12
 : 105 | 93 | 85 | 87 | 104 | 101 | 82 | 94
CCOP1(=O)OCCN(C)c2oc(-c3ccc([N+](=O)[O-])cc3)nc21 (centres undefined)
 : 105 | 110 | 100 | 101 | 110 | 108 | 102 | 112

Further records:
The line under a structure holds: UACC-257 | SK-MEL-28 | MALME-3M | SK-MEL-5 | MDA-MB-435 | M14 | UACC-62 | SK-MEL-2
COc1ccccc1N1CCN(C2=NN=C(c3cccc(Cl)c3)c3ccccc3C2)CC1
 : 56 | 61 | 45 | -6.0* | -3.5* | 6.8* | 32 | 0.7*
Nc1ccc(S(=O)(=O)Nc2cnccn2)cc1
 : 89 | 104 | 93 | 99 | 100 | 95 | 93 | 103
CC1COc2c(N3CCN(C)CC3)c(F)cc3c(=O)c(C(=O)NNC(=S)Nc4ccc(Cl)cc4Cl)cn1c23 (centres undefined)
 : 111 | 99 | 93 | 85 | 106 | · | 103 | 106
CC1(c2ccccc2)C(C#N)C(=O)NC(=O)C1C#N (centres undefined)
 : 106 | 115 | 121 | 107 | 106 | 98 | 99 | 107
C/C(=C\CCc1ccoc1)CC/C=C(\C)CCCN1CCC(CO)CC1
 : 49 | 56 | 11 | · | 44 | 36 | -63* | ·
c1ccc2[nH]c(-c3cc(-c4ccc5c(c4)OCO5)n[nH]3)nc2c1
 : 66 | 71 | 38 | 13 | 58 | 46 | 50 | 41
Cc1ccc(-n2cc(-c3ccccc3)c3c2N=CN2CCN=C32)cc1
 : 108 | 109 | 102 | 97 | 99 | 101 | 78 | 99
COc1cc(Sc2nc3ccccc3o2)cc(OC)c1OC
 : · | 99 | 97 | 99 | 63 | 92 | 84 | 82
O=C(Nc1cccc2ccccc12)N(c1ccccc1)c1ccccc1
 : 104 | 115 | 97 | 101 | 100 | 112 | 98 | 112
CCCCNC1=CC(=O)C(NCCCC)=CC1=O
 : 104 | 121 | 142 | · | 110 | 111 | 94 | 114

Overlap with the part before: 2 entries, followed by the next part.
The line under a structure holds: UACC-257 | SK-MEL-28 | MALME-3M | SK-MEL-5 | MDA-MB-435 | M14 | UACC-62 | SK-MEL-2
O=C(Nc1cccc2ccccc12)N(c1ccccc1)c1ccccc1
 : 104 | 115 | 97 | 101 | 100 | 112 | 98 | 112
CCCCNC1=CC(=O)C(NCCCC)=CC1=O
 : 104 | 121 | 142 | · | 110 | 111 | 94 | 114
Clc1cc(-c2ccccc2)nc(Cl)n1
 : 97 | 106 | 99 | 106 | 101 | 98 | 98 | 99
Cc1c(C(=O)N=Nc2c(O)[nH]c3ccc(Br)cc23)oc2ccccc12
 : 108 | 99 | 35 | · | 95 | 75 | 69 | 103
OCc1ccccc1O
 : 97&100 | 113&102 | 100 | 101&88 | 116&104 | 104&93 | 102 | 115&113
O=C(O)c1ccc(-n2cc(CNc3ccc(Br)cc3)c(-c3ccc(O)cc3)n2)cc1
 : 103 | 101 | 104 | 103 | 99 | 105 | 94 | 94
CCN1C(=O)C(CC(=O)C(C)(C)C)C(c2ccc3c(ccc4ccccc43)n2)C1=O (centres undefined)
 : 107 | 104 | 90 | 94 | 101 | 105 | 87 | 98
O=c1oc2ccccc2cc1-c1csc(N=Nc2c(O)[nH]c3ccccc23)n1
 : 108&97 | 100&103 | 99&105 | 106&92 | 111&98 | 101&106 | 95&96 | 95&109
NCCNc1nc2scc(-c3ccccc3)c2c(=O)[nH]1
 : 114 | 105 | 103 | 89 | 99 | 95 | 98 | 113
Cc1ccc2nc3c(nc2c1)-c1cccc2cccc-3c12
 : 106 | 102 | 124 | 63 | 103 | 102 | 80 | 107
CCOC(=O)COc1ccc(NC(=O)C2CCCCC2)cc1
 : · | 124 | 96 | 100 | 104 | 102 | 97 | 104
Cc1ccc(CO)cc1
 : 109 | 116 | 112 | 103 | 105 | 107 | 101 | 106

The listing continues.
| Molecule | UACC-257 | SK-MEL-28 | MALME-3M | SK-MEL-5 | MDA-MB-435 | M14 | UACC-62 | SK-MEL-2 |
| --- | --- | --- | --- | --- | --- | --- | --- | --- |
| COC(=O)c1c2c(c(C)[n+]([O-])c1C)C(=O)C(NCc1ccc(F)c(Cl)c1)=CC2=O | -69* | 58 | -93* | -72* | -82* | -20* | -42* | 29 |
| CN(C)c1ccc(-c2cc(-c3cccc(OCC(=O)O)c3)[nH]c(=O)c2C#N)cc1 | 104 | 100 | 97 | 100 | 104 | 103 | 96 | 129 |
| CC(C)=C[C@@H]1C[C@H](O)Cc2ccc(Cl)c(C)c2N1 | 109 | 109 | · | 103 | 102 | 102 | 86 | · |
| COc1ccc(C2Cc3cnccc3-c3nc(N)c4ccncc4c32)c(OC)c1OC (centres undefined) | 118 | 115 | 110 | 95 | 107 | 117 | 100 | 99 |
| COc1ccc(-c2nc(SC(C)C)nc(NNC(N)=O)c2C#N)cc1 | 100 | 93 | 81 | 89 | 3.5* | 100 | 86 | 93 |
| CN1CCN(CCCOc2ccc3nc(Nc4cc(Cl)cc(Cl)c4)ccc3c2)CC1 | -81* | -87* | -54* | -95* | -87* | -62* | -81* | · |
| COC(=O)C1CCc2sc3ncnc(Nc4cn[nH]c4C(=O)Nc4ccc(CN5CCN(C)CC5)cc4)c3c21 (centres undefined) | · | 24 | -72* | -59* | 22 | -0.9* | 59 | -20* |
| COc1ccc(Cc2nc3sc4c(c3c(=O)[nH]2)CCC4)cc1OC | · | · | 84 | 84 | 95 | 96 | 79 | 82 |
| Cc1cccc(C)c1NCc1nnc(-c2ccco2)o1 | 99 | 110 | 85 | 96 | 103 | 99 | 90 | 100 |
| COc1cc(-c2n[nH]nc2-c2ccc3c(c2)OCCO3)cc(OC)c1OC | 62 | 39 | 70 | -40* | -11* | 16 | 27 | 27 |
| COc1cc2c(cc1OC)/C(=C/c1ccc(N(C)C)cc1)C=C2 | 110 | 108 | · | 94 | 82 | 98 | 84 | 106 |
| COc1ccc2c(c1)O/C(=C\c1cccc(OCC(=O)Nc3nc4c(s3)CCCC4)c1)C2=O | 95 | 114 | 109 | 98 | 83 | 91 | 76 | 83 |
| O=C(Nc1ccc(OS(=O)(=O)c2ccc(C(F)(F)F)cc2)cc1)c1ccc(Cl)cc1 | 96 | 110 | 96 | 94 | 107 | 98 | 91 | 96 |
| O=C(Nc1ccc(I)cc1)c1cccc([N+](=O)[O-])c1O | · | 22 | -4.1* | -44* | 14 | 16 | 21 | -12* |
| COc1ccc(C/C(=C(\C)c2ccc(OCCN3CCCC3)cc2)c2ccc(OCCN3CCCC3)cc2)cc1 | 64 | -87* | 47 | -49* | -77* | -65* | -56* | 102 |

The results go on:
| Molecule | UACC-257 | SK-MEL-28 | MALME-3M | SK-MEL-5 | MDA-MB-435 | M14 | UACC-62 | SK-MEL-2 |
| --- | --- | --- | --- | --- | --- | --- | --- | --- |
| COc1ccc2c(c1)CCN1C2CCN2C(=O)CCC21 (centres undefined) | 100 | 116 | 89 | 106 | 99 | 100 | 90 | 82 |
| COc1cc(Cn2ccc3c2-c2oncc2CC3)cc(OC)c1 | 53 | 49 | · | 14 | -37* | 13 | 38 | 29 |
| COc1ccc2cc(C(C)C(=O)Nc3ccc(S(=O)(=O)N=C(N)N)cc3)ccc2c1 (centres undefined) | · | 107 | 125 | 104 | 109 | 102 | 104 | 82 |
| CSc1nc2nc(-c3cc4ccccc4[nH]c3=O)[nH]c2c(=O)n1C | 119 | 112 | 78 | 98 | 109 | 100 | 73 | 97 |
| CCOC(=O)c1c(C)nc2c(c1N)CC(=O)N2CCc1ccccc1 | 57 | 40 | 49 | 3.3* | 8.8* | 18 | 32 | 39 |
| O=c1[nH][n+](-c2ccc(Br)cc2)no1 | 55 | 61 | 60 | 58 | 23 | 74 | 9.3* | 56 |
| O=C(Cn1nnc([N+](=O)[O-])n1)c1ccccc1 | 91 | 110 | 93 | 84 | 85 | 72 | 69 | 73 |
| CC(C)[C@H]1NC(=O)[C@@H](CCCCn2cnnn2)NC(=O)[C@H](Cc2c[nH]c3ccccc23)NC(=O)[C@@H](Cc2ccc(O)cc2)NC(=O)[C@H](NC(=O)[C@@H](N)Cc2ccccc2)CSSC[C@H](C(=O)N[C@@H](Cc2c[nH]c3ccccc23)C(N)=O)NC1=O | 122 | 101 | 89 | 97 | 106 | 100 | 100 | 94 |
| COc1cccc(-c2nc(-c3ccc(NC(=O)OC(C)C)cc3)[nH]c2-c2ccnc(Br)c2)c1 | 45 | 38 | 22 | 22 | · | 30 | 9.9* | 26 |
| O=[N+]([O-])c1ccc(NCn2c(=S)sc3ccccc32)cc1 | 100 | 115 | 110 | 87 | 111 | 100 | 66 | 103 |
| O=C(Cn1c(=O)[nH]c2ccccc2c1=O)NCc1ccccc1 | 99 | 111 | 93 | 95 | 102 | 114 | 99 | 109 |
| Cc1nn(-c2ccccc2)c(N)c1N=C1NC(=O)/C(=C/c2cn(-c3ccccc3)nc2-c2ccc(Cl)cc2)S1 | 123 | 108 | 111 | 103 | 96 | 95 | 91 | 122 |
| O=C1/C(=C\c2cccc3cccnc23)SC(=S)N1CCc1ccc(O)cc1 | 94 | 92 | 78 | 94 | 90 | 96 | 74 | 99 |
| Cc1nn(-c2ccccc2)c2nc(C)n(C(=O)N/N=C/c3ccccc3)c(=O)c12 | 106 | 105 | 91 | 103 | 102 | 98 | 93 | 105 |
| CCCCC(CC)CNC(=O)/C=C\C(=O)O (centres undefined) | 90 | 110 | 96 | 88 | 103 | 93 | · | 99 |

Taken from above.
`O=[N+]([O-])c1ccc(NCn2c(=S)sc3ccccc32)cc1` in MDA-MB-435 has 111
`CSc1nc2nc(-c3cc4ccccc4[nH]c3=O)[nH]c2c(=O)n1C` in SK-MEL-5 has 98
`CCOC(=O)c1c(C)nc2c(c1N)CC(=O)N2CCc1ccccc1` in SK-MEL-5 has 3.3*

(listing goes on)
| Molecule | UACC-257 | SK-MEL-28 | MALME-3M | SK-MEL-5 | MDA-MB-435 | M14 | UACC-62 | SK-MEL-2 |
| --- | --- | --- | --- | --- | --- | --- | --- | --- |
| COC(=O)c1cc(-c2ccccc2)n(C(=O)CSc2nc3sc(C(N)=O)c(C)c3c(=O)n2Cc2ccccc2)n1 | 103 | 116 | · | · | 106 | 102 | 102 | 114 |
| CN(C)CN1C(=O)c2ccccc2C1=O | 93 | 136 | 100 | 100 | 99 | 94 | 95 | 100 |
| CC(C1=C(CCN(C)C)Cc2ccccc21)c1ccccn1 (centres undefined) | 103 | 106 | 101 | 105 | 103 | 96 | 107 | 95 |
| COCCN(CC(=O)N(CC(=O)N(CC(=O)O)Cc1ccccc1)CC(C)C)C(=O)CN(CC(=O)O)C(=O)CN | 105 | 97 | 98 | 111 | 96 | 105 | 103 | 95 |
| O=[N+]([O-])c1ccc(S(=O)(=O)Nc2ccc(-c3ccccc3)cc2)cc1 | 96 | 101 | 99 | 94 | 107 | 104 | 95 | 95 |
| COc1cc(C(=O)c2cc(C(=O)Nc3cccc4cccnc34)c3cc(-c4ccncc4)ccn23)cc(OC)c1OC | 113 | 109 | 99 | 96 | 104 | 101 | 97 | 108 |
